DRD3 antagonist = D3 dopamine receptor (human) antagonism | P35462 | AID 652054 | max response, negative = inhibition, % | 360,000 tested, 2.5% active | D3R cells, DiscoveRx beta-arrestin luminescence, antagonist mode; hits give low values; in the data active = max response below about -50%; inconclusive = no clear call, values can overlap the other calls; also: % is scaled to controls: 0 for no effect and ±100 for the full control effect; mostly tested at two doses, the higher about 12 µM
Target sequence (P35462 whole entry, looked up): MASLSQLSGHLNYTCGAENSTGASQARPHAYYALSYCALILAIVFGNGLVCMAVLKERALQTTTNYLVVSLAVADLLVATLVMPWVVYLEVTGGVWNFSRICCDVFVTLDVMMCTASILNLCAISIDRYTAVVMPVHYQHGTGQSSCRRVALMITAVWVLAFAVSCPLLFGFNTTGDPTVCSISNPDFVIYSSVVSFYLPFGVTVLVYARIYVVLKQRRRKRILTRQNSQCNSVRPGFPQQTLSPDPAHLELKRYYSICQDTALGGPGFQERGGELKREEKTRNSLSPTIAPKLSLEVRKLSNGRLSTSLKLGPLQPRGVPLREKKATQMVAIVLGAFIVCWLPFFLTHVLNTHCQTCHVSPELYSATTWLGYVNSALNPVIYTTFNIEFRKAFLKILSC
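Cells plated overnight at 1500 cells/well, then exposed to library compounds with dopamine controls for 90 minutes at 37 degrees C. DiscoveRx reagent added for 30–60 minutes at room temperature; luminescence read, quantitative HTS format.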
D3 ag = activates the human D3 dopamine receptor | D3R DiscoveRx beta-arrestin cells, luminescence, 90 min | max activation, % | 410,000 tested, 0.58% active; in the data active = max activation above about 30%; also: 0% is about no effect; mostly tested at two doses, the higher about 12 µM
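Agonist-mode cell screen: cells plated at 1500/well and incubated overnight at 37 °C, then exposed to library compounds for 90 min at 37 °C. Detection reagent was added for 30–60 min at room temperature, and luminescence was read.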
SW480 rereplic = induces DNA re-replication in SW480 colon adenocarcinoma cells; Potency, µM (highest dose often 46.1 µM), inactives show at the highest dose re-replication activation, actives largely listed as activators; 340,000 tested, 1.8% active; AID 624297; SW480 DNA re-replication, Hoechst DNA content imaging, 48 h; also: potency is read from the fitted curve at half-maximal effect; % of control where 0% means no effect; nearly all actives have a fitted effect of over 55% in size
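Image-based read-out: total Hoechst fluorescence of nuclei (405 nm excitation, 500-530 nm emission), with hits raising the fraction of high-intensity nuclei. SW480 colon cells incubated 48 hr with compounds at 37 C.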
KB-V1 MDR tox = KB-V1 MDR subline cytotoxicity; KB-V1 MDR cells viability, CellTiter-Glo, 72 h; 400,000 tested, 3.4% active; Potency, µM (series often up to 46.1 µM), for the others: at the top dose activity change, negative = cytotoxicity, hits mostly cytotoxic; also: potency is read from the fitted curve at half-maximal effect; % is scaled to controls: 0 for no effect and ±100 for the full control effect; nearly all actives have a fitted effect of over 60% in size
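KB-V1 cells (P-gp-expressing MDR subline of KB-3-1) in phenol-red-free DMEM with 10% FBS were exposed to library compounds over a concentration series for 72 h at 37 degrees C. Viability read by CellTiter-Glo luminescence; concentration-effect curves fitted after normalization.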
HT1080 IDH1KD tx = toxicity to HT-1080 IDH1 knockdown cells (counter line); HT-1080 IDH1 knockdown viability, ATP luminescence, 48 h; Potency, µM (highest dose often 46.1 µM), without a hit: top-dose activity, negative = toxicity, actives largely listed as cytotoxic; 360,000 tested, 2% active; AID 686971;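 also: potency is read from the fitted curve at half-maximal effect; 0% = DMSO wells and -100% = cell-free medium wells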
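HT-1080-IDH1KD cells (IDH1 knocked down), 750/well in RPMI with 5% FBS, treated with compound 48 h at 37 degrees C. Viability by CellTiter-Glo luminescence, normalised to DMSO and no-cell wells; concentration-response curves classed.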
IL1B secr inh = inhibitors of inflammasome signaling (IL-1 beta secretion); THP-1 LPS/ATP IL-1B secretion, AlphaLISA, 16 h; hits give low values; activity change, % at 57.5 µM; 360,000 tested, 4.7% active; AID 743279; in the data active = activity change below about -50%; inconclusive = mostly about -30% to -49%; also: % is scaled to controls: 0 for no effect and ±100 for the full control effect
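THP-1 cells pretreated 1 hr with compounds (up to 57.5 uM final), then stimulated with LPS (250 ng/mL final) plus ATP (1.25 mM final); secreted IL-1B measured by AlphaLISA after 16 hr, decreased signal indicating inhibition.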
HT1080-NT tox = kills 2HG-producing HT-1080-NT fibrosarcoma cells; HT-1080-NT fibrosarcoma viability, CellTiter-Glo ATP luminescence, 48 h; Potency, µM (highest dose often 46.1 µM), without a hit: top-dose activity, negative = less viability, actives largely listed as cytotoxic; 360,000 tested, 1.6% active; AID 686970;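 also: NT is the 2HG producing partner of a matched IDH1 knockdown line; potency is read from the fitted curve at half-maximal effect; 0% = DMSO-treated cells and -100% = media-only wells without cells; nearly all actives have a fitted effect of over 55% in size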
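HT-1080-NT; 750 cells/well; 5% FBS RPMI; 48 h compound, 37 degrees C; CellTiter-Glo luminescence; curve fitting and curve-class assignment.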
GLP-1R agonist = GLP-1 receptor (human) agonism. P43220. HEK293 GLP-1R CRE-luciferase, luminescence, 4-6 h; cells express a hypersensitive GLP-1R form. Potency, µM (series often up to 45.6 µM), for the others: at the highest dose activation, actives largely listed as activators. 380,000 tested, 0.007% active; also: potency is read from the fitted curve at half-maximal effect; % of control where 0% means no effect
Target sequence (P43220 whole entry, looked up): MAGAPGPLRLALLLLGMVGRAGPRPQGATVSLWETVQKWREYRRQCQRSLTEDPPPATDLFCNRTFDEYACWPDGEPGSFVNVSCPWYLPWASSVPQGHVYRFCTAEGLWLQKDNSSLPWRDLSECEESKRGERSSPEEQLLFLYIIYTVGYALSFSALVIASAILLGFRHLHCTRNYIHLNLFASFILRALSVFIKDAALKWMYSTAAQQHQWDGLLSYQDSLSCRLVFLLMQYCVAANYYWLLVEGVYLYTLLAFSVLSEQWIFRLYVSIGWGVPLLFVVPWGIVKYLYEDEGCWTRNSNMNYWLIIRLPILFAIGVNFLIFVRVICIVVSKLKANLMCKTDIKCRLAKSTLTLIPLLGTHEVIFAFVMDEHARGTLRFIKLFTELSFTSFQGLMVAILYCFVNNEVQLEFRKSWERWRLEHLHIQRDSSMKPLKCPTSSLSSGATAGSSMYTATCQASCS
KB-3-1 tox = kills parental KB-3-1 adenocarcinoma cells. KB-3-1 viability, CellTiter-Glo ATP luminescence, 72 h. Potency, µM (titrated, usually from 46.1 µM), without a hit: at the highest dose activity change, negative = cytotoxic, usual class: cytotoxic. 400,000 tested, 1.4% active. AID 1347075; also: potency is read from the fitted curve at half-maximal effect; % is scaled to controls: 0 for no effect and ±100 for the full control effect; nearly all actives have a fitted effect of over 60% in size
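Cytotoxicity in the drug-sensitive parental line KB-3-1 was scored as loss of CellTiter-Glo luminescence following 72 h incubation with compound. Values come from curve fitting of normalized concentration-response data.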
* hit, by the source's call; ? = inconclusive; · = not tested or not shown; & = joins results of further samples; [ ] = remark or other dose. Unless noted, calls follow the shape of the dose curve; as a rule, active = well fitted curve in the direction sought with a large enough effect; inconclusive = small, poorly fitted or top-dose-only effect, or another doubt; inactive = no such curve, though single readings can be large; an effect the other way counts as inactive or inconclusive. The order is random; any-hit rate near 12%.

item | Molecule | DRD3 antagonist | D3 ag | SW480 rereplic | KB-V1 MDR tox | HT1080 IDH1KD tx | IL1B secr inh | HT1080-NT tox | GLP-1R agonist | KB-3-1 tox
1 | COc1cc(/C=N/NC(=O)C2c3ccccc3Oc3ccccc32)ccc1O | 38 | 12 | -4% | 6% | -11% | -12 | 0% | -10% | 3%
2 | CC1=C(C(=O)OCc2ccccc2)C(c2ccccc2OS(=O)(=O)c2ccc(C)cc2)NC(=O)N1CCCC(=O)O (stereo not given) | -16 | 1 | 0% | 17% | -4% | 36 | 10% | -2% | 13%
3 | COC(=O)c1cc(S(=O)(=O)NCc2cccc(OC)c2)cn1C | 4 | 3 | -3% | 6% | 5% | 8 | 0% | 6% | 1%
4 | CSc1ccc(S(=O)(=O)NCC(=O)OCC(=O)NCc2ccco2)cc1[N+](=O)[O-] | -19 | 0 | -19% | 32% | 5% | 38 | 3% | 1% | -1%
5 | O=C(NC1CCN(C(=S)NCc2ccco2)CC1)C1CCCCC1 | -3 | -7 | -5% | -29% | 17% | 5 | 5% | 0% | 4%
6 | COc1ccccc1CNC(=O)COC(=O)C12CC3CC(CC(O)(C3)C1)C2 | 10 | 0 | 2% | 5% | 9% | 36 | 1% | 10% | 5%
7 | CC(=O)Oc1ccc(N(C(C)=O)S(=O)(=O)c2ccccc2)c2ccccc12 | 5 | 2 | · | -7% | -10% | 122 | ? | 3% | -1%
8 | Cc1ccccc1C(=O)NC(=S)Nc1ccc(Cc2ccncc2)cc1 | -3 | 4 | -8% | -27% | 14% | -11 | 23% | -1% | -8%
9 | COCCCNC(=O)c1ccc(OC)c(OC2CCN(C(C)C)CC2)c1 | -2 | 5 | -18% | 17% | 1% | 0 | 0% | -7% | 13%
10 | O=C(CN1CCOCC1)Nc1ccc(F)cc1 | 11 | -3 | -24% | 18% | -1% | 9 | 9% | -3% | 0%
11 | CCCC12CN3CC(C)(CN(C1)C3c1ccc(OC)cc1)C2=O (stereo not given) | 29 | -1 | -7% | -14% | 20% | 3 | 11% | -10% | 0%
12 | CC(=O)N/C(=C/c1ccc(OS(=O)(=O)c2ccc(C)cc2)cc1)C(=O)NCCO | 18 | 3 | 4% | 23% | 14% | -7 | 11% | 0% | 6%
13 | CCCN1CC=C2C(C#N)=C(N)C(C#N)(C#N)C(c3cc(OC)ccc3OC)C2C1 (stereo not given) | -67* | 0 | 2% | 3% | -13% | ? | -12% | -5% | -1%
14 | C=C1C(C(=O)Nc2ccc(OC)cc2)C1C(=O)Nc1ccc(OC)cc1 (stereo not given) | -20 | -5 | 2% | 8% | -9% | 8 | ? | 5% | 15%
15 | COc1ccc(CCc2cc(OC)c(OC)c(OC)c2)cc1 | 1 | -9 | ? | 2.6µM* | ? | 36 | 1.6µM* | -2% | 0.52µM*
16 | Cn1ccc(C(=O)Nc2ccc3c(c2)OCCO3)n1 | 5 | -6 | -15% | -8% | -26% | 0 | -28% | -1% | -14%
17 | COc1ccc(-c2ccc(=O)[nH]n2)cc1 | 11 | -4 | -2% | 1.8µM* | -2% | -3 | 13% | 8% | 0%
18 | COc1ccc(C2NC(=O)CCC2[N+](=O)[O-])c(OC)c1 (stereo not given) | 14 | 4 | -11% | 16% | 6% | 3 | 0% | -1% | 29%
19 | COc1cc(S(=O)(=O)NCCCn2ccnc2)ccc1Cl | 2 | 5 | -57%[inhibitor] | -2% | 1% | 10 | 1% | 6% | -4%
20 | CCCCn1cnc2sc(-c3ccccc3)cc2c1=O | 20 | -2 | 0% | -23% | 6% | -20 | 7% | -2% | 4%
21 | COc1ccccc1NC(=O)CCCCC(=O)Nc1ccccc1OC | 15 | -3 | -2%[9.22 µM] | 0% | -10% | -10 | -5% | 9% | 2%
22 | COc1ccc(-c2noc(CN(C)C(=O)CCN3C(=O)[C@H]4CC=CC[C@H]4C3=O)n2)cc1 | 2 | -2 | ? | -44% | -4% | -5 | 1% | 0% | -22%
23 | CCCN(CC(=O)Nc1ccccc1C)C(=O)COc1ccc2c(c1)CCC2 | -3 | 0 | -1% | ? | 3% | 3 | -2% | -1% | 7%
24 | CN1CCN(C(=O)c2ccccc2N(Cc2ccccc2)S(=O)(=O)c2ccccc2)CC1 | -60* | -57 | 10% | -16% | -28% | ? | -10%[9.24 µM] | 15% | -21%
25 | CCC(=O)NC(=S)Nc1ccc(N2CCOCC2)cc1 | -1 | -7 | 1% | 7% | 18% | -24 | 12% | 10% | 15%
26 | CC(C)Oc1ccc(CSc2nnc3n(C)c(=O)c4c5c(sc4n23)CCCC5)cc1 | 2 | -14 | ? | 0% | -22% | 11 | -4% | 4% | -11%
27 | NC(=O)CC(NC(=O)Cc1ccc(Br)cc1)c1ccc(NCCc2ccc(F)cc2)c([N+](=O)[O-])c1 (stereo not given) | 14 | -42 | -6% | -3% | 1% | 2 | -2% | -3% | -1%
28 | CC(C)(C)CNC(=O)C1(C)CCN1C(=O)C1(c2ccccc2)CC1 (stereo not given) | 0 | -6 | · | -1% | 10% | 31 | 7% | -6% | 0%
29 | CN(C(=O)c1ccccn1)c1nnc(-c2cccnc2)s1 | 9 | 1 | -8% | 16% | 10% | -7 | 17% | -5% | -1%
30 | COc1ccc(CNC(=O)C2CCC(=O)N(C3CCCCCC3)C2)c(OC)c1 (stereo not given) | 41 | 6 | · | ? | 7% | 12 | 1% | 18% | 1%
31 | Cc1cccnc1C(NC(=O)C1CCN(CCCOc2ccccc2)CC1)c1ccc(F)cc1 (stereo not given) | -105* | -27 | · | -1% | -5% | -17 | -9% | -3% | 0%
32 | O=C(NCCC(=O)N1CCC2(CC1)NCCc1[nH]cnc12)c1ccc(Br)cc1 | 1 | -5 | -18% | ? | 10% | -17 | 21% | -4% | 1%
33 | COc1ccc(CNC(=O)C[C@H]2C[C@H](C(=O)N3CCOCC3)[C@@]3(C)c4[nH]c5cc(-c6ccco6)ccc5c4CCN3C2=O)cc1OC | 8 | 13 | 7% | 2% | 3% | -6 | 2% | 2% | -2%
34 | COc1ccccc1OCC(=O)Nc1cc(C(F)(F)F)ccc1-n1cncn1 | 8 | 1 | -6% | ? | 8% | -4 | 15% | 19% | ?
35 | CC(C)NC(=O)COC(=O)c1cccc(NS(=O)(=O)/C=C/c2ccccc2)c1 | -12 | -3 | -2% | ? | 7% | 4 | 10% | -1% | -5%
36 | O=C(N/N=C/C=C/c1ccc(Br)cc1)C(O)c1ccccc1 (stereo not given) | 4 | -5 | -1% | ? | -3% | -8 | -1% | 6% | -5%
37 | CCN1CCN(c2ccc(NC(=O)c3cccc(OCc4ccccc4)c3)cc2)CC1 | ? | -6 | ? | ? | ? | -80* | -24% | 0% | ?
38 | Oc1cc(O)c2c(c1)OC(c1ccc(O)c(O)c1)C(O)C2 (stereo not given) | 40 | 4 | -8% | 21% | 11% | -1 | 26% | -1%&5% | 0%
39 | O=C(Nc1ccc(-c2nnn(CC(=O)N3CCN(C(=O)c4ccco4)CC3)n2)cc1)c1ccc(F)cc1 | -1 | 0 | ? | 3% | 1% | 0 | -9% | 8% | -10%
40 | COc1ccc(NC(=O)Cn2c(CCC(=O)O)ccc2-c2ccc(C)cc2)cc1 | 21 | -2 | -7% | 3% | 2% | 17 | -3% | -6% | 6%

Of the compounds above, 8 have a halogen.
item | Molecule | DRD3 antagonist | D3 ag | SW480 rereplic | KB-V1 MDR tox | HT1080 IDH1KD tx | IL1B secr inh | HT1080-NT tox | GLP-1R agonist | KB-3-1 tox
10 | O=C(CN1CCOCC1)Nc1ccc(F)cc1 | 11 | -3 | -24% | 18% | -1% | 9 | 9% | -3% | 0%
19 | COc1cc(S(=O)(=O)NCCCn2ccnc2)ccc1Cl | 2 | 5 | -57%[inhibitor] | -2% | 1% | 10 | 1% | 6% | -4%
27 | NC(=O)CC(NC(=O)Cc1ccc(Br)cc1)c1ccc(NCCc2ccc(F)cc2)c([N+](=O)[O-])c1 (stereo not given) | 14 | -42 | -6% | -3% | 1% | 2 | -2% | -3% | -1%
31 | Cc1cccnc1C(NC(=O)C1CCN(CCCOc2ccccc2)CC1)c1ccc(F)cc1 (stereo not given) | -105* | -27 | · | -1% | -5% | -17 | -9% | -3% | 0%
32 | O=C(NCCC(=O)N1CCC2(CC1)NCCc1[nH]cnc12)c1ccc(Br)cc1 | 1 | -5 | -18% | ? | 10% | -17 | 21% | -4% | 1%
34 | COc1ccccc1OCC(=O)Nc1cc(C(F)(F)F)ccc1-n1cncn1 | 8 | 1 | -6% | ? | 8% | -4 | 15% | 19% | ?
36 | O=C(N/N=C/C=C/c1ccc(Br)cc1)C(O)c1ccccc1 (stereo not given) | 4 | -5 | -1% | ? | -3% | -8 | -1% | 6% | -5%
39 | O=C(Nc1ccc(-c2nnn(CC(=O)N3CCN(C(=O)c4ccco4)CC3)n2)cc1)c1ccc(F)cc1 | -1 | 0 | ? | 3% | 1% | 0 | -9% | 8% | -10%

The list goes on:
item | Molecule | DRD3 antagonist | D3 ag | SW480 rereplic | KB-V1 MDR tox | HT1080 IDH1KD tx | IL1B secr inh | HT1080-NT tox | GLP-1R agonist | KB-3-1 tox
41 | O=C(NCCC1=CCCCC1)c1cc(S(=O)(=O)N2CCOCC2)ccc1F | 0 | -1 | -62%[inhibitor] | -19% | -6% | 15 | 1% | 8% | -2%
42 | Cc1cccc(OCCCC(=O)NCC(=O)Nc2cccc(C)c2C)c1 | -1 | 21 | ? | -11% | 4% | 0 | -2% | -5% | -6%
43 | COC(=O)c1cc2sccc2n1CC(=O)Nc1ccc(OC)c(OC)c1OC | -15 | -3 | 0% | -17% | 7%[9.24 µM] | -4 | -12% | 2% | 3%
44 | CCO[C@@H]1OC(C(=O)NC2CC2)=C[C@H](c2coc3ccccc3c2=O)[C@H]1CCCO | -24 | 6 | -51%[inhibitor] | -8% | 3% | 13 | 5% | -4% | 0%
